Growth percent in the NCI-60 one-dose screen (48 h, 10 µM unless noted): 100 = growth as untreated, 0 = no growth, -100 = all killed.
SK-MEL-28 – SK-MEL-28 melanoma. hit rate 4.1% among 81,000. AID 1794761
HS 578T – HS 578T breast cancer; hit rate 4.1% among 78,000
LOX IMVI – LOX IMVI melanoma | hit rate 7.4% among 79,000
SK-MEL-2 – SK-MEL-2 melanoma. hit rate 4.7% among 77,000. AID 1794763
BT-549 – BT-549 breast cancer; hit rate 4.4% among 78,000
MDA-MB-435 – MDA-MB-435 melanoma | hit rate 7.8% among 82,000
SK-MEL-5 – SK-MEL-5 melanoma; hit rate 6.4% among 80,000
T-47D – T-47D breast cancer | hit rate 5% among 79,000 | AID 1794792
The depositor's hits bear a star; nt = not tested or not shown; [ ] = remark or other dose. How the source made its calls: active means growth percent below 10; inactive means the rest.

SMILES	SK-MEL-28	HS 578T	LOX IMVI	SK-MEL-2	BT-549	MDA-MB-435	SK-MEL-5	T-47D
COc1ccc(-n2c(CSc3ccc(Cl)cc3)n[nH]c2=S)cc1	103	110	94	128	101	105	102	108
Cn1c(=O)c2[nH]c(Cc3ccc(N)cc3)nc2n(C)c1=O	104	97	103	98	97	110	103	87
COc1ccc(-c2cs/c(=N\N=C\c3ccc(Cl)cc3)n2/N=C/c2ccc(Cl)cc2)cc1	87	82	83	86	75	99	99	75
c1ccc(-c2c[nH]c3c(N4CCCCC4)ncnc23)cc1	93	87	68	96	96	96	68	86
C=CC(=O)Nc1cccc(Nc2nc(Nc3ccc(OCCOC(F)F)cc3)ncc2F)c1	68	23	18	0.2*	25	9.4*	80	33
CCc1ccc([C@@H]2CN(C)[C@]3(C(=O)NC4C=CC=C[C@H]43)[C@@]23NC(=S)N(c2ccc(F)c(Cl)c2)C3=O)cc1 (some centres undefined)	114	96	101	84	67	112	101	91
CC1(C)N=C(N)N=C(N)N1c1ccc(S(=O)(=O)Nc2ccccn2)cc1	98	103	100	109	115	100	104	102
COc1cc(-c2nc(-c3ccccc3)[nH]c2-c2ccnc(NCCCNS(=O)(=O)c3cccc(F)c3)n2)ccc1Cl	55	78	35	44	71	23	34	24
CCc1c(C)c2ccc3c(c2oc1=O)N=C(c1ccc(Br)cc1)CO3	113	99	97	100	98	102	96	102
C=C1CC[C@@H]2[C@]3(C)COC(c4cn(-c5ccccc5)nc4-c4cccc([N+](=O)[O-])c4)O[C@@H]3CC[C@@]2(C)[C@@H]1C/C=C1/C(=O)OC[C@H]1O (some centres undefined)	-48*	nt	nt	-45*	-56*	-26*	-100*	-42*
Brc1ccc(SSc2ccc(Br)cc2)cc1	98	97	3.5*	101	29	83	55	nt
O=C1OC(=O)c2ccc(-c3ccc4ncn(C5CCCCC5)c4c3)c3cccc1c23	105	104	90	104	110	111	100	81
COc1ccccc1-n1cc(C#N)c(N)c1C(C)=O	102	99	102	102	109	105	100	97
Cc1c(O)c(=O)ccn1-c1ccc(N)cc1	100	103	96	128	102	104	100	108
CC(C)CCSc1nc(NN)c(C#N)c(-c2ccccc2)n1	81	93	81	102	79	104	100	86
CN1c2ccccc2S(=O)(=O)n2c(SCC(=O)Nc3nc4ccc(F)cc4s3)nnc21	127	80	92	53	122	117	87	112
COc1ccc(/C(=N\O)c2cc(C)c(OC)c(C)c2)cc1O	55	33	24	38	19	-24*	-7.2*	85
CCCCCCN(CCCCCC)c1ccc(/C=C2/SC(=O)N(c3nc(N4CCCC4)nc(N4CCCC4)n3)C2=O)c(C)c1	74	78	72	54	88	76	59	64
N#C/C(=C\c1ccc(O)cc1)c1nc2ccccc2s1	122	106	97	97	67	97	96	80
N#Cc1ccc(-c2nn(-c3ccc(C(=O)O)cc3)cc2CNc2ccc(Cl)cc2)cc1	78	89	61	96	63	90	76	74
CC/C(=C/c1cc(OC)ccc1O)c1ccc2cc(OC)ccc2[o+]1	62	63	60	72	52	-28*	41	53
c1ccc(CN=C(Nc2ccc(C3=NCCN3)cc2)c2cccc(C(=NCc3ccccc3)Nc3ccc(C4=NCCN4)cc3)c2)cc1	125	101	101	104	116	110	104	102
Cc1ccc2[nH]c(=O)cc(-n3ncc(C#N)c3N)c2c1	115	106	101	113	114	104	101	nt
O=C(NOC1OC(CO)C(O)C(O)C1O)Nc1ccccc1 (centres undefined)	117	103	97	98	110	102	104	79
CC1CCc2c(sc3nc(SCC(=O)NNC(=S)Nc4ccccc4)n(-c4ccccc4)c(=O)c23)C1 (centres undefined)	101	103	88	104	112	100	93	100
OC(c1ccccc1)(c1cccnc1)C(O)(c1ccccc1)c1cccnc1 (centres undefined)	102	111	96	92	102	87	105	94
O=C(Cn1c2c(sc1=O)[C@H]1[C@@H](O)[C@@H](O)[C@H](O)[C@@H]1CS2)Nc1ccc(F)cc1	111	100	nt	104	123	104	108	95
O=C(O)c1cn(C2CC2)c2cc(N3CCN(C(=O)c4cc(-c5ccc(Cl)cc5)nc5ccccc45)CC3)c(F)cc2c1=O	97	94	63	101	83	96	85	87
O=c1cc(N2CCOCC2)oc2cc(-c3cc4ccccc4o3)ccc12	105	91	101	98	63	99	92	74
O=C(O)c1ccc(OCCOc2ccccc2)cc1	119	104	97	121	nt	122	101	100
OCCNc1nc(O)c(/C=c2\ccc3c(c2)N=CC=3)s1	101	97	105	108	93	89	99	86
CCCCCCCCCCCCCCCCCC1=NCCCN1CCO	108	101	96	111	100	115	103	103
CCN(CC)CCCNc1cccc2c(SCc3ccccc3)ccnc12	108	nt	24	114	75	-28*	85	103
Nc1cccc(-c2nc(N3CCOCC3)c3c4c(sc3n2)CCCC4)c1	96	nt	93	112	80	99	98	58
CCOC(=O)C(=Cc1cccc(Cl)c1)C(=O)OCC	-39*	68	-65*	25	43	6.4*	54	-5.3*
COC(=O)CCCCCCCCCCBr	113	94	102	100	nt	109	99	92
COc1cc(-c2nc3ccccc3s2)cc(CN2CCN(c3ccccc3)CC2)c1O	91	86	53	110	90	82	61	84
Cc1c(-c2nn(-c3ccccc3)cc2/C=N\O)nnn1-c1ccc(Cl)cc1	101	112	101	104	97	101	102	89
C=CCNc1nnc2n(Cc3ccccc3)c(=O)c3c4c(sc3n12)CCCC4	65	86	47	70	65	49	54	53
COc1ccc(-c2ccn(CC(=O)N3CC(C)OC(C)C3)n2)cc1OC1CCCC1 (centres undefined)	110	87	92	104	98	106	97	nt
O=S(=O)(NCCNc1cc(-c2cn(-c3ccccc3)nc2-c2cccc(O)c2)ccn1)c1ccccc1	nt	45	55	66	68	15	34	26
O=c1c2ccccc2nc(COc2ccccc2)n1/N=C/c1ccc(F)cc1	96	91	95	94	95	86	68	57
O=C(NOC(=O)c1ccccc1)c1ccccc1	119	84	100	97	107	96	105	101
CC(C)CN1C(=O)C(O)(CC(=O)c2cc3ccccc3oc2=O)c2ccccc21 (centres undefined)	103	92	57	101	103	105	100	93
CC(=O)Nc1cccc(Nc2cc(NC(C)=O)ccc2C(=O)NCc2ccc3c(c2)OCO3)c1	104	97	100	92	110	107	107	93
CCOC(=O)CSc1ncnc2c1c(-c1ccccc1)c(-c1ccccc1)n2-c1ccc(C)cc1	88	82	78	82	62	74	45	9.5*
Cc1nc(-c2ccccc2)cc2c1C(=O)N(CC(=O)N1CCCCC1)C2=O	100	96	95	nt	nt	100	106	103
O=C1[C@H]2Cc3c([nH]c4ccccc34)[C@H](c3ccc(Br)cc3)N2C(=O)CN1C1CCN(Cc2ccccc2)CC1	86	66	24	91	94	78	57	76

12 consecutive entries already listed, for reference:
SMILES	SK-MEL-28	HS 578T	LOX IMVI	SK-MEL-2	BT-549	MDA-MB-435	SK-MEL-5	T-47D
CCOC(=O)C(=Cc1cccc(Cl)c1)C(=O)OCC	-39*	68	-65*	25	43	6.4*	54	-5.3*
COC(=O)CCCCCCCCCCBr	113	94	102	100	nt	109	99	92
COc1cc(-c2nc3ccccc3s2)cc(CN2CCN(c3ccccc3)CC2)c1O	91	86	53	110	90	82	61	84
Cc1c(-c2nn(-c3ccccc3)cc2/C=N\O)nnn1-c1ccc(Cl)cc1	101	112	101	104	97	101	102	89
C=CCNc1nnc2n(Cc3ccccc3)c(=O)c3c4c(sc3n12)CCCC4	65	86	47	70	65	49	54	53
COc1ccc(-c2ccn(CC(=O)N3CC(C)OC(C)C3)n2)cc1OC1CCCC1 (centres undefined)	110	87	92	104	98	106	97	nt
O=S(=O)(NCCNc1cc(-c2cn(-c3ccccc3)nc2-c2cccc(O)c2)ccn1)c1ccccc1	nt	45	55	66	68	15	34	26
O=c1c2ccccc2nc(COc2ccccc2)n1/N=C/c1ccc(F)cc1	96	91	95	94	95	86	68	57
O=C(NOC(=O)c1ccccc1)c1ccccc1	119	84	100	97	107	96	105	101
CC(C)CN1C(=O)C(O)(CC(=O)c2cc3ccccc3oc2=O)c2ccccc21 (centres undefined)	103	92	57	101	103	105	100	93
CC(=O)Nc1cccc(Nc2cc(NC(C)=O)ccc2C(=O)NCc2ccc3c(c2)OCO3)c1	104	97	100	92	110	107	107	93
CCOC(=O)CSc1ncnc2c1c(-c1ccccc1)c(-c1ccccc1)n2-c1ccc(C)cc1	88	82	78	82	62	74	45	9.5*

Further compounds.
SMILES	SK-MEL-28	HS 578T	LOX IMVI	SK-MEL-2	BT-549	MDA-MB-435	SK-MEL-5	T-47D
C/C(=N\O)c1ccc(OCC(=O)Nc2nc(-c3ccc(C)cc3)cs2)cc1	108	104	97	94	81	102	102	99
NC(=O)c1c(NC(=O)Cc2ccc(Cl)cc2)sc2c1CCCC2	nt	nt	93	88	96	94	89	74
CCN(CC)CCNc1ccc(CO)c(Cl)c1	102	106	99	nt	106	109	108	92
O=C1COCCN1c1ccc(N2C(=O)C(Cl)C2c2cn(Cc3ccccc3)c3ccccc23)cc1 (centres undefined)	109	101	99	103	98	106	101	88
N#CC(C#N)=C(N)c1n[nH]n2c1nc(=O)c1sccc12	109	100	97	110	108	110	100	96
CC1=NN(c2nc(-c3c(O)cc(C)oc3=O)cs2)C(=O)/C1=C\c1ccc(Cl)cc1	104	107	96	110	101	103	100	106
Cc1ccc(C(=O)CSc2nc(-c3ccc(Br)cc3)c(C#N)c(=O)[nH]2)cc1	101	93	98	106	94	93	97	93
CNc1nc2ncncc2[nH]1	103	103	98	110	105	103	105	83
Nc1ccc(-c2ccc(N)cc2S(=O)(=O)O)c(S(=O)(=O)O)c1	103	112	98	102	104	111	102	98
O=C(CNC(=O)c1cccc2ccccc12)Nc1ccccc1Cc1ccccc1	61[5 µM]	nt	38[5 µM]	nt	40[5 µM]	-8.0*[5 µM]	34[5 µM]	38[5 µM]
O=[N+]([O-])c1ccc(Oc2cccc3c(Oc4ccc([N+](=O)[O-])cc4[N+](=O)[O-])cccc23)c([N+](=O)[O-])c1	110	88	78	90	82	106	87	82
O=c1[nH]c(=S)[nH]c(O)c1/C=C1\C=Nc2ccccc21	97	72	67	128	77	47	76	98
COc1ccc(Cc2cc(-c3ccc(Cl)c(Cl)c3)n[nH]c2=O)cc1	112	95	95	102	112	102	nt	92
C#CCC1(CCC2OCCO2)NS(=O)(=O)c2ccccc21 (centres undefined)	109	104	95	108	95	101	101	82
COC(=O)[C@@H](Cc1cnc[nH]1)NC(=O)/C=C/c1ccccc1	110	108	97	100	91	100	101	94
O=C(CCN1CCCCCC1)c1ccccc1	126	nt	98	111	121	102	99	100
CC(=O)c1cc(C(=O)c2ccc(C#N)cc2)n2ccc(C)cc12	99	98	84	99	113	95	94	87
CNCc1ccccc1CN(CC(=O)Nc1ccc2c(c1)CC1(C2)C(=O)Nc2ncccc21)C(=O)C(C)(C)C (centres undefined)	nt	96	97	104	96	96	103	94
COc1cccc(-c2nn(-c3ccccc3)cc2-c2ccnc(N3CCN(C(=O)Nc4ccc(Cl)c(C(F)(F)F)c4)CC3)c2)c1	79	80	67	68	83	70	44	20
CNc1ccc(/C=C/c2c(F)cccc2F)cc1	106	88	85	nt	96	94	94	48
CC(=O)OC1CC(n2cc(F)c(=O)[nH]c2=O)OC1CO (centres undefined)	68	65	24	78	63	70	19	56
C[N+](C)(C)CCOC(=O)c1ccc(OCc2ccccc2F)cc1	106	110	94	116	106	nt	100	119
C[C@@H](C(=O)O)c1ccc2c3cc(Cl)ccc3n(Cc3cc(=O)oc4ccc(Cl)cc34)c2c1	100	101	96	101	87	104	98	87
O=C1c2ccccc2-c2nc3ccccc3n21	123	129	104	148	107	110	94	97
COc1cc(-c2c(-c3ccccc3)c[nH]c2C(N)=O)cc(OC)c1OC	109	95	99	115	109	101	98	102
CCCN(CCC)C(=O)c1ccccc1OCC	109	98	101	100	113	110	108	99
C/C(=N/NC(N)=S)c1ccc(Nc2nc(SC(C)C)nc(-c3ccc(F)cc3)c2C#N)cc1	100	100	87	113	100	106	96	88
CC(=O)Nc1cccc(C(=O)C2=Cc3c(C)c4ccccc4n3Cc3cnnn32)c1	103	87	94	104	93	99	93	96
COc1cc(-c2c3c(cn2S(=O)(=O)c2ccccc2)-c2nc(N)sc2CC3)cc(OC)c1OC	69	23	38	54	48	-32*	14	44
COc1cc(/C=N/n2cnc3oc(-c4ccccc4)cc3c2=N)cc(CN2CCN(C)CC2)c1O	94	68	79	113	120	99	88	99
COc1ccc(-c2nc(SCCC(C)C)nc(N3CCOCC3)c2C#N)cc1	92	87	96	88	98	92	91	76
Cc1nc2ncnc(Cl)c2[nH]1	115	110	98	104	105	105	104	96
CCc1c(C(=O)NC(CC(C)C)c2ccccc2)[nH]c(C)c1C(C)=O (centres undefined)	109	94	100	100	98	96	92	90
CCn1c(O)c(/C=N/NC(=O)C(C)c2ccc(CC(C)C)cc2)sc1=S (centres undefined)	70	18	27	40	11	-44*	17	38
Clc1cccc(/C=C/c2nn3c(-c4ccncc4)nnc3s2)c1	109	93	97	nt	102	107	99	98
Cc1c2c(cc[n+]1Cc1ccccc1)c1ccc(OCc3ccccc3)cc1n2Cc1ccccc1	-57*	-36*	-93*	-36*	-90*	-94*	-99*	-4.0*
O=C(Cn1ccc(=O)[nH]c1=O)c1ccc([N+](=O)[O-])o1	95	116	80	101	99	97	91	80
COc1ccc(C=O)c(Br)c1O	98	104	85	89	100	106	108	105
COc1cc2c(cc1OC)C(CNC(=O)/C=C/c1ccccc1)C2 (centres undefined)	104	108	117	107	155	108	104	108
O=C1/C(=C/c2ccccc2)SC(=S)N1CCc1ccc(O)cc1	103	77	89	101	106	96	97	54
CCCc1cc2cc(-n3nc(C)c4c3CC(C)(C)CC4=O)cc(NC3CCS(=O)(=O)CC3)c2c(=O)[nH]1	48	75	37	58	32	19	56	47
CN(C)C(=S)Sc1ccc([N+](=O)[O-])cc1[N+](=O)[O-]	75	98	-4.8*	58	nt	44	17	-35*
